Mdm2-MdmX inh: inhibitors of human Mdm2/MdmX interaction; AID 485346; inhibition, % at 8 µM; O15151+Q00987; 3% of 330,000 active; SaOS-2 split-luciferase Mdm2/MdmX complementation, luminescence;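 active = inhibition of at least 50% at 8 µM in the primary screen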
CHOP UPR activ: activators of apoptotic arm of unfolded protein response (CHOP). CHO-CHOP luciferase reporter, UPR activation, luminescence; percent of tunicamycin response over DMSO baseline. activation, % at 10 µM. 0.34% of 330,000 active. AID 449763;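 active = at 10 µM dose, activation of 40% or more, normalized to positive control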;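 also: 100% = tunicamycin at 10 µg/mL and 0% = DMSO alone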
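Test system: CHO-CHOP cells, stable luciferase reporter of PERK-eIF2a-CHOP signalling | Quantity: 500 CHO-CHOP cells per well | Buffer or medium: F12 plus 10% serum | Compound dosing: 10 µM single point, 0.5% DMSO | Schedule: 6 h compound treatment, 37 °C | Signal: Luciferase luminescence | Control set: Tunicamycin high control, DMSO low control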
EBI2 block: EBI2 (human) antagonism | AID 651636 | inhibition, % at 5 µM | EBI2 beta-arrestin recruitment, luminescence, 7a,25-OHC stimulated | 0.81% of 360,000 active | P32249; in the data active = inhibition above about 38%;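 also: enzyme fragment complementation signal reports receptor beta-arrestin coupling in cells; 0% = agonist plus DMSO wells and 100% = wells without agonist; some results beyond the cut were filed as inactive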
Target sequence (P32249 whole entry, looked up, the tested form may be a part): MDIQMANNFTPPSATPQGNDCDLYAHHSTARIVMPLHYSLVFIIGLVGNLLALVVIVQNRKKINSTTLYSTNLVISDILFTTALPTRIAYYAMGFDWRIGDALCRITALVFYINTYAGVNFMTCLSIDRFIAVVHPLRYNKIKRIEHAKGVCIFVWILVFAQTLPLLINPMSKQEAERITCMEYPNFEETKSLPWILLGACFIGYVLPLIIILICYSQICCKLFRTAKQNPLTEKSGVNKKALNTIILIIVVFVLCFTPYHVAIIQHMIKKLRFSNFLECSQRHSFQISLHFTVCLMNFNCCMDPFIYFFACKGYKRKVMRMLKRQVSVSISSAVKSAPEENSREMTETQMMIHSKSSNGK
tim23-1 inh: tim23-1 yeast growth inhibition | inhibition, % at 20 µM | 1.3% of 330,000 active | S. cerevisiae tim23-1 growth, BacTiter-Glo luminescence, 24 h;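 active = growth inhibition of the mutant yeast at or above 50%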;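 also: temperature-sensitive mutant grown at 25 °C; plate controls were DMSO-treated mutant yeast for no effect and medium wells lacking yeast for full effect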
XBP1 UPR activ: activators of adaptive arm of unfolded protein response (XBP1); activation, % at 20 µM; CHO-XBP1 luciferase reporter, IRE1-XBP1 UPR activation, luminescence; percent of tunicamycin response, DMSO as zero; 0.33% of 330,000 active; AID 463104;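 active = versus positive control, 20 µM dose yields 30% or more activation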;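 also: 100% = tunicamycin at 10 µg/mL and 0% = DMSO only wells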
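assay system = CHO-XBP1 luciferase reporter cells | amount = 1000 cells/well | buffer or medium = F12 plus 10% FBS | compound dosing = single point, 20 µM final compound, 1% DMSO | incubation = 16-18 h cell attachment at 37 °C, then 6 h compound exposure | detection = Steady-Glo luminescence read | controls = tunicamycin 10 µg/mL and vehicle-only wells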
CCR6 antagonist: blocks CCL20-driven beta-arrestin recruitment at human CCR6. CHO-K1 CCR6 PathHunter beta-arrestin, luminescence, CCL20-stimulated. inhibition, % at 20 µM. 0.49% of 340,000 active. AID 493098;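 active = compounds whose inhibition of the agonist-driven luminescence signal at 20 µM reaches about 50%, limit read from the data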;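 also: cells stimulated with CCL20 at 14 nM final; plate controls were DMSO with CCL20 for no effect and DMSO without agonist for full effect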
Target sequence (P51684 whole entry, looked up): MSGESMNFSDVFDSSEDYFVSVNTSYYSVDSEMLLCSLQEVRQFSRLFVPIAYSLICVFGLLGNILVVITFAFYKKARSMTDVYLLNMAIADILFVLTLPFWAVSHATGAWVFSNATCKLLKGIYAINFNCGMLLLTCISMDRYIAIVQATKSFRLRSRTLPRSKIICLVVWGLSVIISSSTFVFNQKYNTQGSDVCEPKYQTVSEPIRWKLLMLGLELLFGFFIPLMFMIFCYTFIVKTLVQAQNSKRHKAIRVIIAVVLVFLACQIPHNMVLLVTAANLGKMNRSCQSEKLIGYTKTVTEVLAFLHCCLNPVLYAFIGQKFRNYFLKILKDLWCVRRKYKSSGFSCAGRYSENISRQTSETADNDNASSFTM
APJ antagonist: blocks the human apelin receptor APJ; P35414; CHO-K1 APJ beta-arrestin complementation, luminescence; inhibition, % at 20 µM; 0.32% of 330,000 active;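 active = inhibition above about 40% at 20 µM, limit read from the data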;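 also: cells challenged with 10 nM apelin-13 agonist together with compound; plate controls were apelin-13 plus DMSO wells for no effect and DMSO wells lacking apelin-13 for full effect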
CXCR6 block: inhibitors of human CXCR6 receptor; CHO-K1 PathHunter CXCR6 beta-arrestin, luminescence; inhibition, % at 20 µM; 0.36% of 360,000 active; AID 602244; in the data active = inhibition above about 34%, passing the limit was not always enough;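 also: antagonist mode with CXCL16 agonist at 10 nM final; 0% = 10 nM CXCL16 with DMSO and 100% = unstimulated wells without agonist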
Target sequence (O00574 whole entry, looked up): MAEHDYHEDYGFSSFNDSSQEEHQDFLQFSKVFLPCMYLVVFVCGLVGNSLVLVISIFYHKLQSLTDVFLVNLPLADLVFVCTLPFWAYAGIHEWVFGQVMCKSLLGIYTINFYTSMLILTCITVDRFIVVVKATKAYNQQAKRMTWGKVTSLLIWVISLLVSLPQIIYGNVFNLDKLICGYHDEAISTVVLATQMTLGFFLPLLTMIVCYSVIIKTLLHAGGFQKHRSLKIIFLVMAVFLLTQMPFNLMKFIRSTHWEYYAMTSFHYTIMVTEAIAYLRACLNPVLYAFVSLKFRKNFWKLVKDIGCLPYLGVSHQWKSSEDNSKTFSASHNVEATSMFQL
APJ agonist: APJ receptor agonism | P35414 | CHO-K1 APJ PathHunter beta-arrestin, luminescence; 0% DMSO wells, 100% apelin | activation, % at 20 µM | 0.11% of 330,000 active | AID 2520;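 active = activation more than six SD over the plate average, tested at 20 µM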;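 also: 0% = DMSO alone and 100% = apelin-13 at 10 nM; some results filed as inactive read as strong as hits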
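Test system: CHO-K1 APJ beta-arrestin complementation cell line. Amount: cell density 1000 per well. Controls: DMSO negative, 10 nM Apelin-13 positive. Signal: luminescent beta-gal fragment complementation, chemiluminescent substrate. Read-out basis: agonist-driven arrestin binding to APJ. Timing: compound stimulation 90 min at 25 °C, detection 60 min.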
* hit, by the source's call. Not all compounds are listed (hit frequency here may not be typical).

Compound	Mdm2-MdmX inh	CHOP UPR activ	EBI2 block	tim23-1 inh	XBP1 UPR activ	CCR6 antagonist	APJ antagonist	CXCR6 block	APJ agonist
OCCCn1c(C(CO)Nc2nc(-c3ccc(Cl)cc3)cs2)nc2ccccc21 (stereo unspecified)	14.1	-0.1	-0.9	21.4	0.7	-7.2	-11.3	1.3	-1.5
Cc1ccc(C(=O)Nc2nnc(C3CCCCC3)s2)o1	-109.5	4.2	-10.9	51.9*	0.0	0.3	2.1	10.6	-3.9
Clc1ccccc1-c1nnc2sc(-c3ccc4c(c3)OCO4)nn12	65.4*	1.8	13.3	22.5	3.5	15.4	6.7	15.0	-4.1
CC(C)C[C@@H]1CN=C(N)N1C[C@@H]1CCCN1C[C@@H](C(C)C)N1C[C@@H](Cc2ccccc2)N(CCCC2CCCC2)C1=N	14.3	1.1	-5.9	-15.9	-1.9	13.1	21.8	3.9	-4.5
Cc1cccc(C)c1NC(=O)CCCSc1nnc(-c2ccco2)n1-c1ccccc1	4.7	-0.4	10.3	9.0	-1.4	12.2	6.4	-1.9	-2.5
Cc1cccc(C)c1NC(=O)CNC(=O)COC(=O)c1ccc(Cl)s1	14.4	1.6	12.3	2.7	-1.8	3.5	-2.7	3.0	-2.8
O=C(Nc1ccccc1)NN1CC(=O)N(c2ccc(Cl)cc2)CC1=O	6.7	1.2	-16.5	5.3	0.5	2.9	16.3	-4.9	-6.4
COc1ccc(-c2n[nH]c(C)c2-c2cscn2)c(O)c1	4.1	-0.5	7.0	8.7	-2.3	4.3	3.9	-1.3	-1.3
Cc1ccc2c(c1)NC(=O)C(CC(=O)NCCN(CC(C)C)CC(C)C)O2 (stereo unspecified)	-38.6	-1.5	-6.1	13.0	-1.5	-3.0	11.3	-3.9	-4.8
COCCn1c(-c2ccc(Cl)cc2)nc2oc3cc(OC)ccc3c(=O)c2c1=O	23.5	1.5	-2.0	20.5	-1.6	-4.8	18.1	-2.8	1.4
Cc1nnc(SCC(=O)NNC(=O)c2ccc(Br)cc2)n1C	-1.3	-2.1	-3.7	10.6	-0.1	2.1	-1.0	3.7	-2.7
CC(C)C(=O)Nc1ccc(C(=O)CSc2nnc(C3CC3)n2C2CC2)cc1	10.7	0.6	-0.4	16.2	-0.8	2.2	5.2	2.5	-0.7
COc1ccc(S(=O)(=O)N(C)CC(=O)N2CCN(c3ccccc3)CC2)cc1	5.6	1.2	-1.4	22.4	-0.6	-1.6	11.0	-3.0	-2.5
COc1ccc(C(=O)N/C(=C\c2ccco2)C(=O)NCCN2CCOCC2)cc1	-5.1	1.6	-11.9	7.7	-1.3	10.9	1.0	10.0	-0.9
COc1cccc(N2C(=O)C3CCCN3C2c2cccs2)c1 (stereo unspecified)	10.9	-3.3	1.8	11.2	-1.7	2.7	15.7	4.5	-0.9
O=C(Nc1ccccn1)C1CCN(S(=O)(=O)c2cccc3nonc23)CC1	5.3	-2.3	5.6	8.6	-3.2	0.8	11.2	-0.4	-0.4
CCOc1ccc(/C=C2\SC(=S)N(N3C(=O)C4CC4C3=O)C2=O)cc1 (stereo unspecified)	-0.3	-2.2	3.5	14.7	-1.7	13.3	2.7	4.8	-2.0
CC(C)NC(=O)c1ccc2c(c1)S(=O)(=O)c1ccccc1C2=O	-3.5	-2.9	-14.0	24.5	1.9	-4.3	-35.2	-13.7	3.6
COc1cc(C)c(S(=O)(=O)n2ccc(C)n2)cc1C	8.1	1.9	-10.2	15.5	-0.7	-12.7	-1.1	7.3	-1.3
Cc1ccc(-c2nn(-c3cccc(F)c3)cc2CN2CCN(c3ccccn3)CC2)o1	39.6	-0.1	-1.5	40.9	1.5	-4.6	-10.2	-11.0	0.7
N#Cc1ccc(N/N=C/c2ccccc2)c([N+](=O)[O-])c1	15.3	6.0	-8.5	-0.2	-0.3	-3.0	10.0	2.2	0.7
COC(=O)c1scc(S(=O)(=O)C(C)(C)C)c1-n1cccc1	17.3	-0.7	-7.9	-3.2	-1.7	19.3	14.5	3.0	-0.8
O=C(N/N=C/c1cccnc1)c1ccccc1Br	-1.5	2.8	-1.6	3.5	-1.8	17.8	-11.3	3.8	-3.4
O=C(O)c1cccc(NC2=C(n3nnc4ccccc43)C(=O)c3ccccc3C2=O)c1	-5.2	-0.5	-17.1	7.2	-0.9	3.2	-45.7	-4.0	5.7

One compound at a time (already shown). Order of values: Mdm2-MdmX inh	CHOP UPR activ	EBI2 block	tim23-1 inh	XBP1 UPR activ	CCR6 antagonist	APJ antagonist	CXCR6 block	APJ agonist
Results for COc1cc(C)c(S(=O)(=O)n2ccc(C)n2)cc1C → 8.1	1.9	-10.2	15.5	-0.7	-12.7	-1.1	7.3	-1.3
Results for O=C(O)c1cccc(NC2=C(n3nnc4ccccc43)C(=O)c3ccccc3C2=O)c1 → -5.2	-0.5	-17.1	7.2	-0.9	3.2	-45.7	-4.0	5.7

For convenience, part of the list above.
Compound	Mdm2-MdmX inh	CHOP UPR activ	EBI2 block	tim23-1 inh	XBP1 UPR activ	CCR6 antagonist	APJ antagonist	CXCR6 block	APJ agonist
O=C(Nc1ccccn1)C1CCN(S(=O)(=O)c2cccc3nonc23)CC1	5.3	-2.3	5.6	8.6	-3.2	0.8	11.2	-0.4	-0.4
CCOc1ccc(/C=C2\SC(=S)N(N3C(=O)C4CC4C3=O)C2=O)cc1 (stereo unspecified)	-0.3	-2.2	3.5	14.7	-1.7	13.3	2.7	4.8	-2.0
CC(C)NC(=O)c1ccc2c(c1)S(=O)(=O)c1ccccc1C2=O	-3.5	-2.9	-14.0	24.5	1.9	-4.3	-35.2	-13.7	3.6
COc1cc(C)c(S(=O)(=O)n2ccc(C)n2)cc1C	8.1	1.9	-10.2	15.5	-0.7	-12.7	-1.1	7.3	-1.3
Cc1ccc(-c2nn(-c3cccc(F)c3)cc2CN2CCN(c3ccccn3)CC2)o1	39.6	-0.1	-1.5	40.9	1.5	-4.6	-10.2	-11.0	0.7
N#Cc1ccc(N/N=C/c2ccccc2)c([N+](=O)[O-])c1	15.3	6.0	-8.5	-0.2	-0.3	-3.0	10.0	2.2	0.7
COC(=O)c1scc(S(=O)(=O)C(C)(C)C)c1-n1cccc1	17.3	-0.7	-7.9	-3.2	-1.7	19.3	14.5	3.0	-0.8
O=C(N/N=C/c1cccnc1)c1ccccc1Br	-1.5	2.8	-1.6	3.5	-1.8	17.8	-11.3	3.8	-3.4
O=C(O)c1cccc(NC2=C(n3nnc4ccccc43)C(=O)c3ccccc3C2=O)c1	-5.2	-0.5	-17.1	7.2	-0.9	3.2	-45.7	-4.0	5.7

Next results.
Compound	Mdm2-MdmX inh	CHOP UPR activ	EBI2 block	tim23-1 inh	XBP1 UPR activ	CCR6 antagonist	APJ antagonist	CXCR6 block	APJ agonist
CN(CC(=O)N1CCCC1)S(=O)(=O)c1ccc(Cl)cc1	-24.5	-0.7	-12.9	8.0	-3.9	-14.4	6.0	0.0	0.2
O=c1sc2ccccc2c(N2CCN(c3ccccc3)CC2)c1[N+](=O)[O-]	4.4	-0.4	-0.5	10.5	-1.9	15.2	0.5	12.9	-4.9
N/C(=N\c1nc(CSc2ccc(Cl)cc2)cc(=O)[nH]1)Nc1ccccc1C(F)(F)F	25.0	-0.3	14.5	-1.3	7.5	4.4	-10.4	-14.9	-4.5
CC(Oc1ccc2c(c1)oc(=O)c1ccccc12)C(=O)NC(Cc1c[nH]c2ccc(O)cc12)C(=O)O (stereo unspecified)	6.6	-0.3	2.7	0.1	-4.6	13.6	-6.9	-3.6	0.8
O=C(CCn1c(=S)oc2ccccc21)Nc1ccccc1Br	-17.8	-0.5	-5.5	2.8	0.1	-3.1	-25.1	3.2	-1.5
COCCn1c(SCC(=O)Nc2cc(C)cc(C)c2)nnc1C(C)C	-15.6	0.2	-2.8	15.2	-1.1	7.0	-9.3	-2.1	4.6
O=C1CCCC(=O)N1c1ccc(Oc2ccc(Cl)cc2)cc1	-3.1	5.0	3.3	23.8	-0.9	-3.1	-11.8	-8.0	0.1
CC(C)(CNC(=O)COc1ccccc1Cc1ccccc1)N1CCOCC1	-4.7	0.0	11.0	18.2	1.2	21.8	6.9	3.8	-2.2
Cc1cc(C)nc(SCC(=O)n2c3c(c4ccccc42)CCCC3)n1	1.2	0.2	5.5	7.6	-0.5	10.1	-9.2	-0.2	0.8
CN(CC(=O)NCc1ccncc1)S(=O)(=O)c1ccc2ccccc2c1	-6.9	1.8	2.5	15.2	-2.1	6.2	-8.0	3.1	-1.3
CCc1ccc(S(=O)(=O)/N=C2\C=C(NS(=O)(=O)c3ccccc3)C(=O)c3ccccc32)cc1	6.6	1.9	15.9	35.3	4.9	48.0	3.2	12.1	-3.2
CC(Sc1nnc(COc2ccc(Cl)cc2)n1Cc1ccccc1)C(=O)O (stereo unspecified)	24.9	1.0	3.0	5.5	-3.8	8.2	17.2	-2.1	-0.7
CCN(CC)CCCNC(=O)CCC(=O)Nc1ccc2nc(N3CCCCC3)cc(C)c2c1	7.5	0.1	2.0	6.1	-2.3	5.9	-4.2	-1.9	-2.0
O=C(CNS(=O)(=O)c1ccccc1)N/N=C/c1ccc(O)cc1	-18.2	2.2	5.0	10.8	-0.1	2.2	-6.9	1.8	-1.9
COc1cc(C2=NC(CO)(CO)CO2)cc(OC)c1OC	-14.8	-0.9	0.5	4.6	-2.6	-8.3	-5.7	-2.4	-6.4
CCCCCN=C(N)N/N=C/c1c[nH]c2ccc(OC)cc12	99.0*	18.0	4.5	-25.3	-3.0	54.5*	-20.5	27.3	35.0*
COc1ccccc1C(=O)N1CCN(Cc2nc(CC3CC3)no2)CC1	-8.9	1.4	-1.2	12.1	-0.4	-0.8	3.1	-0.6	-2.0
CC(C)N(C(=O)Cn1cc(S(=O)(=O)CC(=O)N2CCOCC2)c2ccccc21)C(C)C	14.2	0.4	-4.8	-0.7	-4.2	13.3	2.5	0.3	-0.3
COc1ccc(N(C(=O)c2ccco2)C(C(=O)NC2CCCC2)c2ccncc2)cc1OC (stereo unspecified)	13.2	-1.6	0.7	-10.3	-0.5	4.9	-5.1	-5.7	-0.9
COc1ccc(C2CC3(O)CC(C#N)(C(=O)N3)C2(C#N)C#N)cc1 (stereo unspecified)	-11.5	1.7	11.5	21.6	1.4	11.7	5.8	-1.0	3.7
COc1ccc(NS(=O)(=O)c2cccc(C(=O)N3CCC3)c2)cc1	13.7	0.1	-4.5	-6.5	-0.1	5.8	15.8	4.3	-2.8
CCOC(=O)C1=C(C)NC(=O)NC1c1ccc(C)o1 (stereo unspecified)	-2.7	-3.2	-2.0	-2.5	0.0	5.0	9.8	-0.7	-0.9
CC(C)=C(NC(=O)c1ccccc1)C(=O)Nc1cccc(C)c1	4.1	0.5	-3.7	2.3	-4.1	24.8	-9.4	-6.3	-1.9
